# Source: PubChem
# TCR act = activates T cell receptor signaling. primary human leukocytes, anti-CD3, IL-2 HTRF, 48 h. Potency, µM (top dose mostly 9.22 µM), for the others: at the top dose activation of IL-2 secretion, hits mostly activators. 330,000 tested, under 10 active; note: % of control where 0% means no effect
#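 Readout: HTRF IL-2, Eu-cryptate/d2 antibody pair, 320nm excitation, 665nm emission. Stimulus: a-CD3 beads, no co-stimulation. Cells: primary human leukocytes. Exposure: 48 hr with compound.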
# Integrin act MD = activators of alpha7 integrin expression for muscular dystrophy; 350,000 compounds, 0.064% hits; Potency, µM (series often up to 38.3 µM), without a hit: at the highest dose activation, actives largely listed as activators; alpha7betagal myoblasts, beta-gal FDG fluorescence, 48 h;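 note: potency is the fitted concentration of half-maximal effect; 100% = response of the positive control SU9516; nearly all actives have a fitted effect of over 60% in size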
#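 alpha7betagal+/- myoblasts (passage 13, 250/well) treated 48 h at 37C with compounds at 1:260 dilution of DMSO stock. Lysed, then beta-galactosidase activity read as FDG fluorescence (ex 480/em 540) after 30 min, with pre-read for autofluorescence.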
# TSG101-PTAP inh = blocks PTAP/TSG101 interaction to inhibit HIV-1 budding; Fluorescence polarization, FITC-PTAP peptide / Tsg101 binding; Potency, µM (doses to about 115 µM), inactives show top-dose activity change, negative = inhibition, hits mostly inhibitors; 340,000 tested, under 10 active; active = well fitted inhibition curve with a large enough effect in the main read-out, with a control signal flat, not every such curve was filed as active; inconclusive = small, poorly fitted or top-dose-only effect, or effect the other way, or a change in a side signal; inactive = no such curve, though single readings can be large or run the other way; note: potency is the fitted concentration of half-maximal effect; % of control where 0% means no effect
#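 FP read-out: FITC-PTAP peptide, 50 nM final, binding Tsg101 binding domain, 10 uM final; 20 min, r.t.; 10 mM HEPES pH 7.5, 0.15 M NaCl, 0.01% Tween 20, 3 mM EDTA, 0.1 mM TCEP.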
# S-ASM inh = human S-ASM enzyme inhibition. Potency, µM (doses to about 57.5 µM), for inactives: top-dose activity change, negative = inhibition, most hits filed as inhibitors. placental ASM, HMU-PC fluorogenic substrate, 60 min. 340,000 compounds, 0.006% hits; note: potency is the fitted concentration of half-maximal effect
# Target sequence (P17405 47-631 limits assumed): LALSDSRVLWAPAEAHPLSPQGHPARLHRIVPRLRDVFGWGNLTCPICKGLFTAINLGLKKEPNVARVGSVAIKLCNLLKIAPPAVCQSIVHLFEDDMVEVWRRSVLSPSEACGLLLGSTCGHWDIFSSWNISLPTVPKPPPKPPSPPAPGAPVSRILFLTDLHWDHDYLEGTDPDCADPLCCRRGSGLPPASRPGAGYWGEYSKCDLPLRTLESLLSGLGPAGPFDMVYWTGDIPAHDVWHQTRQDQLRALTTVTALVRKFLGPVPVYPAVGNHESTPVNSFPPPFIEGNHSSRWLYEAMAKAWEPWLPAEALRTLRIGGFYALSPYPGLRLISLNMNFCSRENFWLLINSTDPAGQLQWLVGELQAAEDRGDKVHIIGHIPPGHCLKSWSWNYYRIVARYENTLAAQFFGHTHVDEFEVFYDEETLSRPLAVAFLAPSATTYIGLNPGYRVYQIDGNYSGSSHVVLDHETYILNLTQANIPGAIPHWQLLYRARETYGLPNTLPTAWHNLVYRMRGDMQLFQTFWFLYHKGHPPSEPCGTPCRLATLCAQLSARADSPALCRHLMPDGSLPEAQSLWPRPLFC
#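 HMU-PC0 cleavage (9 uM final) by human placental ASM, 60 min at 37 °C following 10 min compound exposure at RT; stopped at pH 10, fluorescence Ex 386/Em 447 nm.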
# TSHR antag = blocks TSH signaling through the human TSH receptor; P16473; TSHR-expressing cells, TSH-stimulated cAMP HTRF, 2 h; stronger effect = lower value; activity change, negative = inhibition, % at 11.5 µM; 330,000 compounds, 0.2% hits; AID 504810;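 active = activity change below a set negative limit, meaning inhibition stronger than a set level, cut at about -70% in these data; inconclusive = activity change between two set negative limits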; note: % is set by controls: 0 for no effect and ±100 for the full control effect
#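 Freshly harvested TSHR cells receive pin-tooled compound, then EC80 TSH at 4nM final. After 2 hours at 37 deg C, antibody in lysis buffer and cAMP-d2 are added; 30 minutes at ambient temperature precede the HTRF read.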
# ELG1 repair inh = inhibitors of ELG1-dependent DNA repair in HEK293T cells | HEK293T ELG1-luciferase reporter, luminescence, 16 h; DNA damage induced by 5-fluorouridine | Potency, µM (doses to about 46.1 µM), for inactives: at the highest dose activity change, negative = inhibition, usual class: inhibitors | 330,000 compounds, 2.3% hits; note: potency is the fitted concentration of half-maximal effect; % is set by controls: 0 for no effect and ±100 for the full control effect; nearly all actives have a fitted effect of over 55% in size
#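 Overnight (16 hr) co-exposure of 2,000 cells/well to 5-fluorouridine and compound at 37 °C preceded detection. Luciferase was quantified via ONE-Glo luminescence; loss of signal denotes inhibition.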
# BCR signal inh = inhibitors of chronic active B-cell receptor signaling; ABC-DLBCL IkBa-CBG/CBR reporter, luminescence ratio, 4 h; 340,000 compounds, 0.05% hits; AID 493014; Potency, µM (series often up to 46.1 µM), without a hit: at the highest dose ratio change, negative = lower green/red ratio, actives largely listed as inhibitors; active = well fitted inhibition curve with a large enough effect in the signal ratio, with a control signal flat, not every such curve was filed as active; inconclusive = small, poorly fitted or top-dose-only effect, or effect the other way, or a change in a side signal; the % refers to the signal ratio;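 note: potency is the fitted concentration of half-maximal effect; plate controls were basal doxycycline-induced cells for no effect and cells given 10 µM MG132 for full effect; MG132 reads +100%, hits lower the ratio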
#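 TMD8 human ABC-DLBCL cells with doxycycline-inducible IκBα–green luciferase fusion and unfused red luciferase, in 0.5% FBS medium; compounds up to 46 uM, 4 h at 37C. Green/red luminescence ratio, filter-overlap corrected, fitted to concentration-response curves.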
# Eya2 phos inh = blocks the phosphatase activity of human Eya2; AID 488837; Potency, µM (doses to about 76.9 µM), inactives show at the top dose activity, negative = inhibition, actives largely listed as inhibitors; 330,000 compounds, 0.006% hits; recombinant Eya2, OMFP fluorescence dephosphorylation (OMFP is methylfluorescein phosphate); note: potency is the fitted concentration of half-maximal effect; % is set by controls: 0 for no effect and ±100 for the full control effect
# Target sequence (O00167 whole entry, looked up): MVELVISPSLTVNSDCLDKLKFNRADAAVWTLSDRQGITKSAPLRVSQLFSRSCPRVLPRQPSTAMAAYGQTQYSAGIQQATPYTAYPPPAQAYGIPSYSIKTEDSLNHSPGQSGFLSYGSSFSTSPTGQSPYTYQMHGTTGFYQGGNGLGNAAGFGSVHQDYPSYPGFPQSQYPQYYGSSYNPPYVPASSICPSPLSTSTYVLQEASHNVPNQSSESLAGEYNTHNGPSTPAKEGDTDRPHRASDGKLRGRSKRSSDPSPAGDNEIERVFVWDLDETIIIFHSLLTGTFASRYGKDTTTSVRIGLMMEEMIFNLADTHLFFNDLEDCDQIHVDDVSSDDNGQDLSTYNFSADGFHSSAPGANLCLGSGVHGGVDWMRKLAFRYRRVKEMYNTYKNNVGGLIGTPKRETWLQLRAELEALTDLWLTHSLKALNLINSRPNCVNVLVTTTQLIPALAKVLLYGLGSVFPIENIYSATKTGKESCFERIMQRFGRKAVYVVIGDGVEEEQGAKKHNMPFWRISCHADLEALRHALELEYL
#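 Eya2 (0.2 uM) preincubated 10 min at ambient with compound, then OMFP substrate added at 50 uM; 10 min reaction in 50 mM HEPES pH 7.5, 50 mM NaCl, 5 uM MgCl2, 0.05% BSA, 1 mM DTT. Fluorescence read at Ex 485/Em 525 nm.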
# Tb PFK block = T. brucei PFK enzyme inhibition | O15648 | T. brucei PFK, ADP-Glo luminescence | Potency, µM (series often up to 57.5 µM), for the others: at the highest dose activity, negative = inhibition, most hits filed as inhibitors | 330,000 compounds, 0.17% hits | AID 485367;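 note: potency is the fitted concentration of half-maximal effect; 0% = uninhibited 1x PFK enzyme wells and -100% = no-enzyme wells; nearly all actives have a fitted effect of over 60% in size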
#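 Compounds were pin-transferred as a titration series up to 57 uM into substrate buffer (0.5 mM F6P, 0.1 mM ATP, pH 8.0), then 1.25 nM PFK was added and reactions ran 45 min before ADP-Glo detection.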
# AT treatment = candidate therapy for ataxia-telangiectasia | […] A-T fibroblasts, KAP-1 phosphorylation AlphaLISA; neocarzinostatin DNA damage 30 min before lysis | Potency, µM (top dose mostly 57.5 µM), for inactives: top-dose activation, actives largely listed as activators | 320,000 compounds, 0.19% hits | AID 485349; note: potency is the fitted concentration of half-maximal effect; % of control where 0% means no effect; nearly all actives have a fitted effect of over 45% in size
#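 hTERT-immortalized A-T patient fibroblasts ([…]), 500 cells/well in OPTI-MEM, 1% FBS, got compounds for 60 min, then NCS for 30 min at 37C. Lysates were then assayed for phospho-KAP-1 by AlphaLISA (anti-pKAP1 donor, anti-KAP1 acceptor beads), 6 hr at 25C.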
# Mito fusion act = inhibitors of mitochondrial division or activators of mitochondrial fusion; Potency, µM (titrated, usually from 46.1 µM), for inactives: at the highest dose growth rescue (activation), usual class: activators; S. cerevisiae fusion-defective mutant growth rescue, CellTiterGlo 48 h; 320,000 compounds, 0.23% hits;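 note: potency is the fitted concentration of half-maximal effect; % of control where 0% means no effect; nearly all actives have a fitted effect of over 45% in size; temperature-sensitive fusion mutants such as fzo1-1 at 37 °C on non-fermentable ethanol glycerol medium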
#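 Yeast fusion mutant, YPEG (non-fermentable carbon), compound, 48 h at 37C non-permissive; CellTiterGlo added, 10 min RT, luminescence read. Rescued growth = division inhibition.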
# Starred values were filed as active, the others as inactive; ? = inconclusive; . = no result given; [ ] = dose if it differs, or a comment. Unless noted, calls come from the whole dose curve; as a rule, active = well fitted curve in the direction sought with a large enough effect; inconclusive = small, poorly fitted or top-dose-only effect, or another doubt; inactive = no such curve, though single readings can be large; an effect the other way counts as inactive or inconclusive.
SMILES,TCR act,Integrin act MD,TSG101-PTAP inh,S-ASM inh,TSHR antag,ELG1 repair inh,BCR signal inh,Eya2 phos inh,Tb PFK block,AT treatment,Mito fusion act
CC(C)c1csc(CN2CCN(Cc3ccc(F)c(F)c3)C(CCO)C2)n1 (stereo not given),10%,-23%,0%,7%,-7,-28%,4%,3%,-1%,20%,-5%
CCOC(=O)c1cnc(SCC(=O)Nc2cc(OC)cc(OC)c2)nc1N,1%,-56%[inhibitor],-3%,-1%,-10,-15%,?,7%,3%,9%,-1%
CCOC(=O)c1sc(NC(=O)COc2ncnc3ccccc23)c(C(=O)OCC)c1C,-7%[46.1 µM],0%,1%,-2%,32,-24%,-1%,1%,-6%,-7%,12%
Cc1nn(C)c(C)c1/C=C(/C(=O)C(C)(C)C)n1cncn1,-5%,-57%[inhibitor],-3%,2%,9,?,-7%,1%,-1%,-5%,-9%
COc1ccc(CNC(=O)C2CCCN2S(=O)(=O)c2ccc(F)cc2)cc1 (stereo not given),8%,19%,0%,0%,18,-3%,-1%,-1%,3%,2%,-2%
CCOC(=O)c1c(NC(=O)c2ccc(N3C(=O)[C@@H]4[C@H](C3=O)[C@H]3C=C[C@@H]4C3)cc2)sc2c1CCCC2,11%[46.1 µM],2%,-4%,22%,1,?,8%,-11%,-5%,9%,2%
CC1=Nc2ccccc2N=C(NC(=O)CN2CCN(c3ccccc3)CC2)C1c1ccccc1 (stereo not given),-3%,-21%,2%,-2%,3,-11%,-9%,14%,-5%,13%,-1%
CCN(CC(=O)Nc1cccc(OC)c1)c1ncnc2sc(C)c(C)c12,-1%[46.1 µM],-40%,-7%,-2%,-18,?,?,-5%,-2%,-1%,19%
Cc1cc(C)c2sc(N(CCCN(C)C)C(=O)c3ccc(S(=O)(=O)N(C)Cc4ccccc4)cc3)nc2c1,5%,-15%,-2%,.,4,?,-2%,-25%,0%,2%,-40%[inhibitor]
O=[N+]([O-])c1cc2c(cc1/C=N/n1c(-c3ccccn3)n[nH]c1=S)OCO2,-2%[46.1 µM],-27%,-1%,0%,-11,-2%,2%,3%,0%,-15%,-1%
Cc1ccc(C(=O)O)cc1NC(=S)NC(=O)c1ccc([N+](=O)[O-])c(C)c1,1%,3%,-5%,-5%,-10,-7%,2%,9%,4%,-3%,-3%
CCC(C)c1ccc(NC(=S)Nc2ccc(OC)cc2C)cc1 (stereo not given),2%[46.1 µM],-5%,-1%,0%,25,?,?,-16%,?,5%,-6%
C[N+]1(CC#CC(O)(c2ccccc2)c2ccccc2)CCCC1,1%[46.1 µM],-1%,1%,1%,-4,-10%,0%,3%,-6%,3%,-28%
COc1ccc(OCC(=O)Nc2ccc(S(=O)(=O)Nc3cc(C)on3)cc2)cc1,6%,16%,-3%,0%,-8,28%,-1%,12%,-10%,-5%,7%
COc1ccccc1NC(=O)CCC(=O)OCc1cccc([N+](=O)[O-])c1,-108%,-7%,0%,2%,16,-3%,-3%,2%,-10%,-3%,-5%
Cc1ccc(S(=O)(=O)N2CCN(C(=O)COC(=O)c3cncc(Br)c3)CC2)c(C)c1,1%,10%,0%,0%,-2,-6%,0%,4%,6%,37%,.
Cn1cnc([N+](=O)[O-])c1Sc1nc2ccccc2[nH]1,3%,-53%[inhibitor],1%,5%,-5,11%,?,3%,6%,?,2%
CCOc1ccc2[nH]c(C)c(CN3CCCCC3)c(=O)c2c1,11%,17%,-1%,0%,-7,4%,-1%,-15%,0%,7%,5%
N#CCCn1c(Cl)nc2ccccc21,-3%,-8%,-12%,5%,11,0%,2%,-10%,-4%,-6%,-1%
C[C@H](CO)N1C[C@H](C)[C@@H](CN(C)CC2CCCCC2)Oc2c(NS(=O)(=O)c3cn(C)cn3)cccc2C1=O,-2%,25%,-7%,-2%,-1,?,4%,9%,0%,5%,.
Cc1cccc(C)c1NC(=O)COC(=O)c1ccc2c(c1)OCO2,-11%,-11%,-1%,6%,-12,8%,-1%,2%,-6%,-5%,-1%
COc1cccc(CNC(=O)C2CCC(CNc3nc(=S)[nH]c4ccccc34)CC2)c1 (stereo not given),6%,-45%[inhibitor],-7%,4%,-28,?,0%,-8%,0%,11%,0%
FC(F)(F)c1cc(-c2ccccc2)nc2nc(N3CCOCC3)sc12,7%,-68%[inhibitor],-4%,17%,-9,-15%,1%,14%,-4%,-2%,6%
CC(C)OC(=O)c1ccc(N)cc1,2%,5%,2%,0%,-6,26%,7%,-1%,0%,-2%[11.5 µM],4%
CCCc1nn2c(=O)cc(O)nc2s1,3%[46.1 µM],13%,0%,4%,20,15%,4%,8%,0%,-4%,-5%

# Remaining list, next part
SMILES,TCR act,Integrin act MD,TSG101-PTAP inh,S-ASM inh,TSHR antag,ELG1 repair inh,BCR signal inh,Eya2 phos inh,Tb PFK block,AT treatment,Mito fusion act
COc1ccccc1C(=O)NCCC(=O)N1CCN(c2ccc(C(F)(F)F)cn2)CC1,8%,0%,-7%,-3%,1,-27%,12%,23%,1%,2%,3%
O=C(Cn1cnc2cc([N+](=O)[O-])ccc2c1=O)Nc1ccccc1Cl,3%,-9%,-1%,6%,6,?,?,-1%,-2%,7%,-5%
Cc1ccc(Cn2c(N/N=C/c3ccncc3)nc3c2c(=O)n(C)c(=O)n3C)cc1,7%,-5%,1%,0%,-3,-8%,?,16%,0%,4%,5%
O=C(C(Cc1ccccc1)n1cccc1)N1CCN(c2ccccc2)CC1 (stereo not given),-4%,0%,-13%,-2%,-1,?,?,7%,-5%,-9%,3%
Cc1cc(S(=O)(=O)N2CCOCC2)ccc1OCC(=O)NCC1CCCO1 (stereo not given),-7%,-39%,0%,15%,-23,6%,-3%,-2%,1%,-2%,0%
O=C(NCC1CCCO1)c1cccc(S(=O)(=O)Nc2ccc(F)cc2)c1 (stereo not given),-6%,-3%,-4%,-2%,-2,-13%,0%,-5%,-4%,11%,1%
O=Cc1ccc(C(=O)OCC(=O)NC(=O)Nc2ccccc2F)cc1,1%[46.1 µM],-10%,1%,-1%,4,11%,-1%,0%,3%,-4%,.
O=C(COC(=O)c1ccccc1C(=O)c1ccccc1)c1ccco1,0%,-16%,-4%,0%,12,?,3%,5%,-5%,6%,1%
Cc1ccc(S(=O)(=O)N2CCCCC2CCNC(=O)C(=O)NCc2ccccc2C)cc1 (stereo not given),5%,-67%[inhibitor],-4%,-2%,7,?,?,-16%,10%,-5%,-9%
Cc1ccc(-c2noc(CCC(N)=O)n2)cc1,4%,-13%,-5%,0%,-12,?,-1%,-2%,-2%,1%,0%
Cc1ccccc1NC(=O)c1ccc2ccccc2c1,-19%,?,-3%,-4%,-6,?,?,-4%,-3%,3%,7%
Cc1nc(NC(=O)COC(=O)c2ccc(S(=O)(=O)N3CCc4ccccc4C3)cc2)c(Cl)cc1Cl,-4%,22%,0%,40%[activator],-5,16%,3%,1%,-2%,7%,6%
C/C(=N\NC(=O)c1ccc(N(C)C)cc1)c1ccc(C)cc1C,2%[46.1 µM],-22%,-2%,1%,-6,8%,-7%,-12%,0%,-1%,-11%
CSc1ncc(Cl)c(C(=O)NCc2cccnc2)n1,0%,-15%,-1%,-1%,-1,8%,0%,-9%,0%,-6%,-2%
O=C(O)CN1C(=O)C2C3C=CC(C2C1=O)C1C(=O)N(CC(=O)O)C(=O)C31 (stereo not given),-5%,-41%,0%,-7%,-7,1%,1%,9%,-1%,0%,6%
O=C(NCc1nc2ccccc2[nH]1)c1cccc(S(=O)(=O)N2CCCCC2)c1,1%,-4%,0%,2%,-12,-10%,1%,-12%,-6%,1%,-1%
COc1ccc(N2C(=O)CCC2=O)c(OC)c1,-3%,-3%,-1%,0%,9,-1%,4%,-14%,0%,5%,12%

# Rows were taken by chance; 3.2% or so of the library scored in one or more.
